Avidin bead fluor = green autofluorescence of compounds with avidin beads – biophysical, 488/530 nm, flow cytometry, artefact control, profiling panel; fluorescence (KMESF) at 10 µM; AID 1775, 2009; 220,000 compounds, 0.38% hits; compound fluorescence 488/530 nm; active compounds read high; in the data active = fluorescence above about 47; also: inactives centre near 10
Cdc42 wt GTP = modulators of GTP binding to wildtype Cdc42, primary screen, biochemical, multiplex bead flow cytometry, Bodipy-GTP; 190,000 compounds, 0.2% hits; Cell division control protein 42 homolog (Homo sapiens), P60953; AID 761, 2007; GST-Cdc42 beads; actives lie on both sides; percent activity (GTP binding), % at 10 µM;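 active = percent activity GTP binding at least 20 points away from the 100% baseline, either down as inhibitor or up as activator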;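 also: median bead fluorescence of bound Bodipy-FL-GTP at 100 nM; 0% = excess unlabeled GTP control and 100% = no compound control; below 100% means less GTP binding so inhibitor and above means activator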
Target sequence (P60953 whole entry, looked up): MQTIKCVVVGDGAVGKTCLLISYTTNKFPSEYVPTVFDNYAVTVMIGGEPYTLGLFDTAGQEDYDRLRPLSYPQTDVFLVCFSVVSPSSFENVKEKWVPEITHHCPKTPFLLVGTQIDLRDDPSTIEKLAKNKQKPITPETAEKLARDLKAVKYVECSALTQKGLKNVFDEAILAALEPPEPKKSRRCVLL
Rac1 wt GTP bind = wildtype Rac1 GTP binding modulators, primary screen, biochemical, GST-Rac1 beads, flow cytometry, multiplex. 190,000 compounds, 0.27% hits. Ras-related C3 botulinum toxin substrate 1 (Homo sapiens), P63000. GTP binding activity (% of control), % at 10 µM. AID 757, 2007. fluorescent GTP binding; actives lie on both sides; 0 = cold GTP competed, 100 = untreated;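 active = GTP binding activity at least 20 points away from the 100% control level, either lower or higher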
Rac1 act GTP bind = GTP binding modulators of activated mutant Rac1, primary screen, biochemical, bead-based flow cytometry, multiplex, fluorescent GTP | GST-Rac1 activated beads; actives lie on both sides; 100% means binding = to untreated wells | Ras-related C3 botulinum toxin substrate 1 (Homo sapiens), P63000 | 190,000 compounds, 0.11% hits | percent activity (GTP binding), % at 10 µM;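 active = GTP binding at least 20 percentage points away from the 100% baseline, in either direction, so actives lie on both sides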
Mcl1 Noxa PPI = Mcl-1/Noxa binding inhibitors, primary screen, biochemical, TR-FRET, 1536-well; Induced myeloid leukemia cell differentiation protein Mcl-1 (Homo sapiens), Q07820; TR-FRET Mcl-1/Noxa peptide binding, 2 h; inhibition, % at 21.7 µM; 220,000 compounds, 1.5% hits;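 active = compounds that cut the protein-peptide binding signal by more than 50% relative to plate controls in a single-dose test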;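 also: His-tagged Mcl-1 with rhodamine Noxa BH3 peptide and terbium anti-His antibody; 0% = Mcl-1 plus Noxa peptide wells and 100% = peptide-only wells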
Target sequence (Q07820 whole entry, looked up): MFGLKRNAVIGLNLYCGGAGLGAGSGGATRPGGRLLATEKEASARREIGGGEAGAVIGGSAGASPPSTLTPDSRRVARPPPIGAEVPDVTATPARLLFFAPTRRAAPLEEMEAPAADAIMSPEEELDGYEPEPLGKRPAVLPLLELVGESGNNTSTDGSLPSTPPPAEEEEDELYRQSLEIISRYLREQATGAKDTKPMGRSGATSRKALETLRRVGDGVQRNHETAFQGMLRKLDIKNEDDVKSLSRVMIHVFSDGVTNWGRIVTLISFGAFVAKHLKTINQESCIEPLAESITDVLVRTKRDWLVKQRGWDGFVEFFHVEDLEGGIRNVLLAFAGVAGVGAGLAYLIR
Rab7 wt modul = modulators of GTP binding to Rab7, primary screen, biochemical, wildtype, multiplex bead flow cytometry; GTP binding activity (percent of control), % at 10 µM; GST-Rab7 beads, fluorescent GTP binding; actives lie on both sides; untreated = 100%, excess cold GTP = 0%; 190,000 compounds, 0.055% hits;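 active = fluorescent GTP binding to Rab7 beads changed by at least 20 points from the 100% baseline, either direction, mostly lower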;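 also: median green fluorescence of bound Bodipy-FL-GTP per Rab7 bead population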
Pf gamet viab = late stage P. falciparum gametocyte viability inhibitors, primary screen, ATP luminescence, HTS; AID 743093, 2013; P. falciparum stage V gametocytes, 24 h; 150,000 compounds, 0.065% hits; inhibition, % at 10.9 µM;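 active = inhibition above the mean plus 3 SD of compounds within the control limits, set per campaign, cut at about 38% in these data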;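 also: 0% = DMSO wells and 100% = medium only without gametocytes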
GSH bead fluor = compound fluorescence on glutathione beads, profiling panel, artefact control, biophysical, 488/530 nm, flow cytometry; fluorescence (KMESF) at 10 µM; GSH beads flow cytometry, compound fluorescence 488/530 nm; active compounds read high; 190,000 compounds, 0.25% hits; in the data active = fluorescence above about 89;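 also: glutathione beads carrying GST-tagged Bcl family fusion proteins plus one bare bead set; values are compound well signal with DMSO vehicle wells as background; inactives centre near 16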
Rab2 wt GTP = modulators of GTP binding to Rab2A wildtype, primary screen, biochemical, dog, bead-based flow cytometry, multiplex. Ras-related protein Rab-2A (Canis lupus familiaris), P61105. GST-Rab2 wt beads, Bodipy-GTP binding. GTP binding activity, % at 10 µM. 190,000 compounds, 0.19% hits. AID 760, 2007;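 active = GTP binding activity at least 20 points away from 100%, either lowered or raised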;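 also: 0% = beads with excess unlabeled GTP and 100% = no-compound control corrected for plate trend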
HRas wt GTP = modulators of GTP binding to HRas wildtype, primary screen, biochemical, bead-based flow cytometry, multiplex; AID 759, 2007; GST-Ras wt beads, Bodipy-FL-GTP binding; actives lie on both sides; GTP binding activity, % at 10 µM; 190,000 compounds, 0.14% hits; GTPase HRas (Homo sapiens), P01112;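 active = GTP binding activity at least 20% away from the 100% baseline, either lowered as inhibitor or raised as activator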;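 also: 0% = unlabeled GTP competition control and 100% = no-compound control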
Target sequence (P01112 whole entry, looked up): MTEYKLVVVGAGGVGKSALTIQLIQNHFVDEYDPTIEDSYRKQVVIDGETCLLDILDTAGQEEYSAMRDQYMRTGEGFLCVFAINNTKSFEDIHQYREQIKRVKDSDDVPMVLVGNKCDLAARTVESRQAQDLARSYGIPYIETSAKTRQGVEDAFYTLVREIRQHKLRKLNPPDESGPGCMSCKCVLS
Mcl1 Bid PPI = Mcl-1/Bid binding inhibitors, primary screen, biochemical, TR-FRET, 1536-well; Induced myeloid leukemia cell differentiation protein Mcl-1 (Homo sapiens), Q07820; TR-FRET Mcl-1/Bid-Dy647 peptide binding; inhibition, % at 21.7 µM; 220,000 compounds, 0.97% hits;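 active = compounds that cut the binding signal by more than half at the single screening dose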;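 also: His-tagged Mcl-1 with europium anti-His antibody binding Bid BH3 peptide; 0% = Mcl-1 plus peptide wells and 100% = peptide-only wells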
Active calls of the source: *; · = no result given. An unsorted share of the library; 3% or so of the library scored in one or more.

SMILES	Avidin bead fluor	Cdc42 wt GTP	Rac1 wt GTP bind	Rac1 act GTP bind	Mcl1 Noxa PPI	Rab7 wt modul	Pf gamet viab	GSH bead fluor	Rab2 wt GTP	HRas wt GTP	Mcl1 Bid PPI
Cc1cccc(OC2(c3ccccc3)OC(=O)c3ccccc32)c1C (stereo not given)	15	96.0	100.0	96.0	-10.6	98.0	-0.9	35	98.0	100.0	2.4
O=C1c2c([N+](=O)[O-])cc([N+](=O)[O-])cc2S(=O)N1Cc1ccccc1 (stereo not given)	6	93.0	98.0	95.0	30.6	105.0	8.0	11	100.0	97.0	-25.5
CCCCn1nnc(NC(=O)c2ccc(-c3ccccc3)cc2)n1	10	100.0	105.0	100.0	4.0	101.0	·	17	100.0	99.0	3.1
CCCc1cc(=O)[nH]c(SCc2nc3ccccc3s2)n1	4	94.0	97.0	96.0	-22.0	98.0	28.1	22	97.0	98.0	-6.7
O=C(NC1CCCCCC1)c1ccc(=O)n(Cc2ccccc2)n1	7	101.0	105.0	100.0	-4.4	97.0	·	12	101.0	99.0	-2.2
COCCn1c(=S)[nH]c2ncccc2c1=O	14	95.0	89.0	93.0	19.4	93.0	·	50	96.0	93.0	-40.4
CCCCc1nnc(NC(=O)CSc2nc(O)c(-c3ccccc3)c(=O)[nH]2)s1	9	98.0	98.0	93.0	16.4	98.0	·	65	98.0	94.0	2.5
CCOc1ccccc1NC(=O)C1C2CCC3C(CCC21)C3(Cl)Cl (stereo not given)	9	94.0	97.0	94.0	-6.9	99.0	-43.4	8	96.0	94.0	-4.8
CN(C)CCCOC(=O)c1cc2ccccc2o1	20	102.0	103.0	101.0	4.6	96.0	·	13	100.0	99.0	-38.4
Cc1ccccc1-c1nc(-c2ccccn2)no1	11	94.0	99.0	98.0	16.2	93.0	·	16	96.0	97.0	-21.6
Cc1nnc(SCC2=C(C(=O)O)N3C(=O)C(NC(=O)C(C)n4nc(C(F)(F)F)cc4C)C3SC2)s1 (stereo not given)	11	104.0	104.0	101.0	5.2	99.0	3.4	16	104.0	103.0	-49.3
COc1ccc(N(CC(=O)N2CCN(c3ccc(Cl)cc3)CC2)S(=O)(=O)c2c(C)n[nH]c2C)cc1	26	95.0	98.0	95.0	-8.5	103.0	17.1	8	96.0	99.0	-26.9

The last 7 compounds of the part before are carried over, then new ones follow:
SMILES	Avidin bead fluor	Cdc42 wt GTP	Rac1 wt GTP bind	Rac1 act GTP bind	Mcl1 Noxa PPI	Rab7 wt modul	Pf gamet viab	GSH bead fluor	Rab2 wt GTP	HRas wt GTP	Mcl1 Bid PPI
COCCn1c(=S)[nH]c2ncccc2c1=O	14	95.0	89.0	93.0	19.4	93.0	·	50	96.0	93.0	-40.4
CCCCc1nnc(NC(=O)CSc2nc(O)c(-c3ccccc3)c(=O)[nH]2)s1	9	98.0	98.0	93.0	16.4	98.0	·	65	98.0	94.0	2.5
CCOc1ccccc1NC(=O)C1C2CCC3C(CCC21)C3(Cl)Cl (stereo not given)	9	94.0	97.0	94.0	-6.9	99.0	-43.4	8	96.0	94.0	-4.8
CN(C)CCCOC(=O)c1cc2ccccc2o1	20	102.0	103.0	101.0	4.6	96.0	·	13	100.0	99.0	-38.4
Cc1ccccc1-c1nc(-c2ccccn2)no1	11	94.0	99.0	98.0	16.2	93.0	·	16	96.0	97.0	-21.6
Cc1nnc(SCC2=C(C(=O)O)N3C(=O)C(NC(=O)C(C)n4nc(C(F)(F)F)cc4C)C3SC2)s1 (stereo not given)	11	104.0	104.0	101.0	5.2	99.0	3.4	16	104.0	103.0	-49.3
COc1ccc(N(CC(=O)N2CCN(c3ccc(Cl)cc3)CC2)S(=O)(=O)c2c(C)n[nH]c2C)cc1	26	95.0	98.0	95.0	-8.5	103.0	17.1	8	96.0	99.0	-26.9
C=CCSc1nnc(COc2ccc(=O)n(-c3ccccc3)n2)n1CC	12	95.0	97.0	94.0	3.0	103.0	-1.7	12	97.0	95.0	-3.9
CCOC(=O)C(NC(=O)c1ccccc1F)(Nc1cc(C)on1)C(F)(F)F (stereo not given)	6	99.0	99.0	98.0	-8.3	94.0	1.4	24	99.0	96.0	-2.5
COc1ccc(C(=O)C[n+]2ccc(N)c(C)c2C)cc1	6	100.0	97.0	96.0	3.3	98.0	·	13	99.0	97.0	-13.0
CCOC(=O)c1c(NC(=O)c2ccco2)sc2c1CCCCC2	9	101.0	102.0	101.0	20.2	99.0	·	37	101.0	102.0	-2.1
COCCN(C(=O)Cn1nnc2ccccc21)C(C(=O)NC1CCCC1)c1cc(OC)ccc1OC (stereo not given)	4	95.0	93.0	92.0	21.6	96.0	·	36	95.0	94.0	-7.5
CCOc1ccccc1NC(=O)N1CCCC(c2nc3c(nnn3Cc3ccc(C)cc3)c(=O)[nH]2)C1 (stereo not given)	7	104.0	101.0	101.0	-7.8	98.0	4.7	68	104.0	104.0	-43.1
O=C(c1cc2ccccc2o1)N1CCCCCC1	32	107.0	113.0	99.0	12.4	103.0	·	26	100.0	104.0	-4.7
CCOc1cc(CN2CCCC(C(=O)c3cccc(C(F)(F)F)c3)C2)ccc1O (stereo not given)	8	95.0	100.0	95.0	5.7	96.0	27.1	23	96.0	94.0	-54.8
COc1ccc(OC)c(NC(=O)NC2(C(F)(F)F)Oc3ccccc3O2)c1	12	104.0	105.0	99.0	-11.8	100.0	0.2	27	99.0	100.0	-1.6
COc1ccc(/C=N\NS(=O)(=O)c2ccc(Cl)cc2)cc1COc1ccccc1[N+](=O)[O-]	6	94.0	95.0	92.0	27.9	90.0	12.7	59	95.0	94.0	10.4
Cc1cc(C)c2c(CC(=O)Nc3ccc(Cl)cn3)coc2c1	15	98.0	101.0	98.0	-6.0	95.0	13.8	35	96.0	97.0	0.5
COc1c(Cl)cc(Cl)cc1C(=O)Nc1ccc(NC(C)=O)cc1	13	93.0	94.0	93.0	-25.5	97.0	-10.6	14	94.0	91.0	-9.3
COc1ccccc1NC(=O)COc1cccc(-n2cnnn2)c1	46	99.0	107.0	100.0	2.0	96.0	-15.8	24	100.0	102.0	8.2
Cn1c(NCc2ccccc2)cc(=O)n(C)c1=O	14	100.0	102.0	99.0	17.8	99.0	20.9	36	98.0	100.0	9.5
Cc1ccc(S(=O)(=O)N2CCC(C(=O)NCCCN3CCCCCC3)CC2)cc1	37	98.0	98.0	98.0	4.2	98.0	·	22	98.0	98.0	-13.6
Cc1ccccc1OCC(O)Cn1c(N2CCN(c3ccccc3)CC2)nc2c1c(=O)[nH]c(=O)n2C (stereo not given)	5	105.0	108.0	101.0	31.2	103.0	12.9	18	101.0	103.0	10.5
Cc1cc(NC(=O)c2ocnc2C)no1	25	108.0	108.0	100.0	4.9	104.0	18.0	13	101.0	101.0	4.3
CO/N=C/NC(=O)c1cn(-c2ccc(F)cc2)c(=O)c2ccccc12	7	105.0	104.0	101.0	-0.8	83.0	15.9	22	102.0	101.0	-23.1
Cc1ccc(NC(=O)CCNS(=O)(=O)c2cc(Br)cnc2N)cc1Cl	10	99.0	105.0	96.0	13.8	103.0	·	28	100.0	101.0	9.4
Cc1ccc2nc(/C(C#N)=C\c3ccc(N4CCCCC4)c([N+](=O)[O-])c3)[nH]c2c1	31	92.0	90.0	91.0	58.2*	90.0	·	15	88.0	92.0	14.3
O=C(Nc1cccnc1)c1noc2c1CCCC2	10	98.0	98.0	97.0	-4.9	103.0	·	11	99.0	101.0	-26.7
CN(C)c1ccc(CNCCC2(O)CCOC(C)(C)C2)cc1 (stereo not given)	13	104.0	104.0	101.0	2.5	100.0	·	21	102.0	105.0	-47.4
O=c1[nH]n(-c2ccccn2)c(=O)c2ccccc12	3	97.0	98.0	98.0	-4.8	100.0	·	25	99.0	99.0	-0.9
CC1CCc2[nH]c3ccc(C(=O)NCCCOC(C)C)cc3c2C1 (stereo not given)	5	100.0	99.0	94.0	8.9	110.0	0.6	9	104.0	101.0	-20.7

Reprinted from the part before: 2 compounds, then new ones.
SMILES	Avidin bead fluor	Cdc42 wt GTP	Rac1 wt GTP bind	Rac1 act GTP bind	Mcl1 Noxa PPI	Rab7 wt modul	Pf gamet viab	GSH bead fluor	Rab2 wt GTP	HRas wt GTP	Mcl1 Bid PPI
O=c1[nH]n(-c2ccccn2)c(=O)c2ccccc12	3	97.0	98.0	98.0	-4.8	100.0	·	25	99.0	99.0	-0.9
CC1CCc2[nH]c3ccc(C(=O)NCCCOC(C)C)cc3c2C1 (stereo not given)	5	100.0	99.0	94.0	8.9	110.0	0.6	9	104.0	101.0	-20.7
COc1ccc(OC)c(NS(=O)(=O)c2ccc3c(c2)n(C)c(=O)n3C)c1	28	100.0	98.0	96.0	-2.3	96.0	·	13	95.0	97.0	-58.0
Cc1cc2ccccc2c(=O)n1CC(=O)NCC(=O)N1CCCC(C)C1 (stereo not given)	35	101.0	102.0	99.0	4.5	96.0	·	25	98.0	99.0	7.9
O=C(O)CCCC(=O)Nc1ccc(N2CCCC2)cc1	34	96.0	95.0	92.0	31.6	95.0	-2.1	18	96.0	96.0	-27.7
CCOC(=O)c1c(NC(=O)CC2Sc3ccc(C(F)(F)F)cc3NC2=O)sc(C)c1C (stereo not given)	11	103.0	103.0	98.0	8.7	102.0	11.3	11	99.0	99.0	-0.2
FCCCOc1ccc(/C=N/OCc2ccc(Cl)cc2Cl)cc1	9	102.0	104.0	101.0	3.4	104.0	15.0	14	103.0	100.0	-20.4
N[C@@H](Cc1ccccc1)c1nnc(SCc2ccccc2F)o1	23	102.0	105.0	99.0	5.6	102.0	·	16	98.0	101.0	-28.1
Nn1c(SCC(=O)N2CCc3ccccc3C2)nnc1-c1cccs1	26	104.0	106.0	103.0	7.2	104.0	·	18	106.0	104.0	-6.4
Cc1nn(-c2ccccn2)c2c1C(=O)C(Br)CC2 (stereo not given)	11	92.0	91.0	91.0	54.6*	99.0	·	6	97.0	94.0	-8.8
